# STK33 inh: inhibitors of human STK33 kinase; inhibition, % at 10 µM; Q9BYT3; purified STK33, MBP phosphorylation, ADP-Glo luminescence; hit rate 0.073% among 320,000;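 active = inhibition at or above 25%, using the most active replicate where run in duplicate; inactive = inhibition below 25%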
# Target sequence (Q9BYT3 whole entry, looked up): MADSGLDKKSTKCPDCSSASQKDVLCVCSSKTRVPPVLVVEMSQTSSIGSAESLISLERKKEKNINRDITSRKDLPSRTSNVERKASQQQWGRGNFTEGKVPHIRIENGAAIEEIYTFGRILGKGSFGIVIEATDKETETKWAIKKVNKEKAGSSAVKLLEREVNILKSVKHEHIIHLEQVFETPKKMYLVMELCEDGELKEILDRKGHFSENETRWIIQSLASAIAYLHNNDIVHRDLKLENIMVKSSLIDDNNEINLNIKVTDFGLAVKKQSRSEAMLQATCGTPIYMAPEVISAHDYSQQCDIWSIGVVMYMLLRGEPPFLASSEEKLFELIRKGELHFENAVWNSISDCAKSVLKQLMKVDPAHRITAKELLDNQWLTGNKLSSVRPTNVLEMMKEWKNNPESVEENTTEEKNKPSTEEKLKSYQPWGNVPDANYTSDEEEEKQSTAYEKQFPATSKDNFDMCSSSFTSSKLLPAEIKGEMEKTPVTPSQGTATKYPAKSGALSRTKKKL
# CHT PAM: human CHT allosteric activation; Q9GZV3; CHT-expressing cells, membrane potential dye, choline EC20; hits give high values; LV-AA mutant CHT in HEK293 cells; B-score at 10 µM; hit rate 0.49% among 310,000; AID 488977;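 active = initial fluorescence not abnormally high and integrated response B-score, plate-corrected, over 3 SD above library mean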
# CHT inh: human CHT choline transport inhibition. Q9GZV3. CHT-expressing cells, membrane potential dye, choline response; hits give low values. B-score at 10 µM. hit rate 0.86% among 310,000. AID 488975;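 active = B-score over 3 SD under the library average, and starting fluorescence ratio not unusually high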;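 note: choline stimulus applied at its EC90 after an EC20 pre-addition; B-score computed on integrated fluorescence ratio after choline addition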
# * marks the source's active call; other numbers are inactive results; i = inactive; . = no result given. Rows are unselected. Share with any hit: about 1.5%.
compound	STK33 inh	CHT PAM	CHT inh
COc1cccc2cc(C(=O)N(Cc3cccs3)CC3CCCO3)c(=O)oc12 (stereo not given)	1.1	i	i
COc1ccc(OC)c(NC(=O)CCS(=O)(=O)c2cc3c(cc2C)NC(=O)CO3)c1	-0.2	i	i
CCc1cccc(NC(=O)C2CCN(S(=O)(=O)c3c(C)noc3C)CC2)c1	0.4	i	i
O=C(O)CSCC(=O)N1CCN(S(=O)(=O)c2cc(Cl)cc(Cl)c2)CC1	-1.8	i	i
Cc1cccc(C(=O)Nc2cccc(Br)c2)c1[N+](=O)[O-]	-0.4	i	i
COc1ccc(Cn2c(=O)[nH]c3cc(C(=O)N4CCN(c5ccccc5OC)CC4)ccc3c2=O)cc1	0.4	i	i
Cc1ccc(Cl)cc1N(Cc1ccc(C(=O)NCc2cccnc2)cc1)S(=O)(=O)c1ccccc1	-0.1	i	i
Cc1ccc(Cn2nnc3c(=O)n(Cc4cc(C)ccc4C)cnc32)cc1	-0.7	i	i
Cc1nnc(NC(=O)c2ccc(S(=O)(=O)C(F)F)cc2)s1	-0.2	i	i
O=S(=O)(c1cc(O)ccc1O)c1cccc2c(S(=O)(=O)c3cc(O)ccc3O)cccc12	-0.3	i	i
Cc1ccc(S(=O)(=O)CCC(=O)N(CCN2CCOCC2)c2nc3ccccc3s2)cc1	-1.2	i	i
Cc1cc(C(=O)N2CCN(S(=O)(=O)c3ccccc3)CC2)c(C)o1	-0.2	i	i
COc1cccc(/C=C/C(=O)OCC(=O)Nc2ccc3[nH]c(=O)[nH]c3c2)c1OC	-0.2	i	i
CC(C)CN1C(=O)c2ccc(C(=O)NCc3ccc4c(c3)OCO4)cc2C1=O	0.7	i	i
O=C(O)CCc1nc2cccnc2n1Cc1ccccc1	-1.0	i	i
CCCNC(=O)CSC1=N/C(=C/c2ccc(F)cc2)C(=O)N1CC	-0.9	i	i
O=C(CN1C(=O)NC2(CCCC2)C1=O)Nc1ccccc1N1CCCC1	0.4	i	i
CN(C)CCNC(=O)C(c1ccccc1)c1ccccc1	-1.9	i	i
CC1CCN(C(=O)CSc2nnc(Cc3ccccc3)o2)CC1	-0.4	i	i
CCOC(=O)Cn1nnc(-c2ccc([N+](=O)[O-])cc2)n1	.	i	i
Cc1cc(Cl)c2oc(C(=O)N(CCO)Cc3ccccc3)c(C)c2c1	-0.4	i	i
O=C(NCCN1CCNC1=O)C1CCC(=O)N(Cc2cccc(C(F)(F)F)c2)C1 (stereo not given)	-0.4	i	i
N#Cc1c(-c2ccc(F)cc2)cc(-c2ccccc2)nc1SCC(=O)NCC(=O)O	0.1	i	i
COc1ccc2cc1Oc1ccc(cc1)C[C@H]1c3cc(c(OC)cc3CCN1C)Oc1c(OC)c(OC)cc3c1[C@H](C2)N(C)CC3	-0.8	i	i
CCOc1ccc(NC(=O)C2CCN(C(=O)NC3CCCCC3)CC2)cc1	-0.6	i	i
O=C(c1cccc(C(F)(F)F)c1)N1CCC2(CC1)NCCc1[nH]cnc12	-0.4	i	i
CC1CCCN(c2ccc(C(=O)NCc3ccc4c(c3)OCO4)cc2[N+](=O)[O-])C1 (stereo not given)	-1.8	i	i
C/C(CC(=O)Nc1ccc(F)cc1F)=N\NC(=O)C(=O)N1CCCCC1	-0.3	i	i
O=C(CSc1ccc(-c2ccco2)nn1)N1CCCCC1	0.1	i	i
O=C(Nc1nnc(SCc2ccccc2)s1)c1cccc([N+](=O)[O-])c1	-2.7	i	i
CCOc1ccccc1CNCCOC	-0.8	i	i
CC1=C(C(=O)NC2CCCCC2C)C2(CCC(C)CC2)OC1=O (stereo not given)	0.1	i	i
CCOc1ccc(S(=O)(=O)Nc2ccc3c(c2)n(C)c(=O)n3C)cc1	0.7	i	i
O=C(CSc1nc2ccccc2s1)N/N=C/c1ccc(C(=O)O)cc1	-0.7	i	i
Fc1cccc(Cl)c1/C=N/Nc1c(Cl)cncc1Cl	-1.8	i	i
CN(Cc1cn[nH]c1-c1ccc(-c2ccccc2)cc1)CC1CCOCC1	0.4	i	i
NC(=O)c1oc2ccccc2c1NC(=O)C1CCCCC1	0.0	i	i
COC(=O)CNC(=O)c1c(-c2c(Cl)cccc2Cl)noc1C	-1.5	i	i
COc1oc(-c2ccccc2C)nc1C(F)(F)F	-0.3	i	i
CCN1C(=O)C(CC(=O)Nc2cc(C)ccc2C)SC1=Nc1ccc(S(N)(=O)=O)cc1 (stereo not given)	1.1	i	i
O=C(NCc1ccccc1)c1ccc(N2CCC3(CC2)CC(c2ccc(Cl)cc2)=NO3)c([N+](=O)[O-])c1	9.9	i	i
COc1ccc(C(=O)Nc2cccc(-c3nc4ncccc4o3)c2C)cc1OC	-0.2	i	i
O=C(C1COc2ccccc2O1)N1CCN(c2ccccc2)CC1 (stereo not given)	0.8	i	i
Cc1noc(C)c1COc1ncnc2ccccc12	-0.4	i	i
COC(=O)CCSCc1cn2cc(Cl)ccc2n1	-0.7	i	i
Clc1cccc(/C=N\Nc2nccs2)c1	9.0	i	i
CN(CC(=O)Nc1cccc(F)c1)C(=O)c1cc(-c2ccco2)nc2ccccc12	0.5	i	i
CCn1c(=O)c(C(=O)CN2CCN(Cc3ccc4c(c3)OCO4)CC2)c(N)n(Cc2ccccc2)c1=O	-0.6	i	i
CN(CCO)c1c2c(nc3cc(-c4cccc(F)c4)nn13)CCCC2	2.4	i	i
CC(C)(C)c1ccc(NC(=O)NC2CCCc3ccccc32)cc1 (stereo not given)	-1.4	i	i
CCc1cccc(CC)c1NC(=O)c1cccc(N)c1	-3.1	i	i
COc1cc(C(=O)O/N=C2\C=CC(=O)C=C2C)cc(OC)c1OC	0.0	i	i
CC1SCC(=O)N(CC(=O)Nc2ccc3c(c2)OCCO3)C1=O (stereo not given)	-2.2	i	i
O=C(CCn1c2c(c3ccccc31)CCCC2)NNC(=O)c1ccccc1[N+](=O)[O-]	0.6	i	i
CCN(CC(=O)Nc1ccc(NC(C)=O)cc1)C(=O)CN1C(=O)NC2(CCCC2)C1=O	-1.9	i	i
CC(OC(=O)c1cc2ccccc2cc1O)C(=O)Nc1ccc(S(N)(=O)=O)cc1 (stereo not given)	0.1	i	i
CC1CN(C(=O)C2CCCCC2)C(C)CN1C(=O)C1CCCCC1 (stereo not given)	-4.7	i	i
O=C(NCCc1ccco1)C(=O)NCC1CCCN1S(=O)(=O)c1ccccc1 (stereo not given)	-0.1	i	i
CC(C)[C@H](NC(=O)N1CCn2c1nc1ccccc12)C(=O)NCc1ccco1	0.8	i	i
COc1cc2ccccc2cc1C(=O)Nc1ccc(Cc2ccncc2)cc1	-0.6	i	i

# Remaining list, next part
compound	STK33 inh	CHT PAM	CHT inh
O=C(CSc1n[nH]c(-c2ccncc2)n1)NC1CCS(=O)(=O)C1 (stereo not given)	2.7	i	i
COc1ccc(-c2cc(C(F)(F)F)nc(N3CCCCC3)n2)cc1OC	-1.2	i	i
CCOC(=O)CSc1nnc(-c2ccc(NS(=O)(=O)c3ccc(C)cc3)cc2)o1	-0.8	i	i
COc1cccc(CN2CCN(S(=O)(=O)c3ccc(Br)cc3)CC2)c1	-0.4	i	i
COc1ccc(/C=N/Nc2cc(C)nc(N)n2)cc1	0.6	i	i
O=C(CC(=O)N/N=C/c1ccc(O)cc1)N/N=C/c1ccc(O)cc1	0.4	i	i
CN(C)C(/C=C/Nc1ccc(F)cc1)=C(C#N)C#N	-0.6	i	i
Cc1ccc(C(=O)Nc2nc(=O)n(C(=O)CC(C)C)s2)cc1	-0.4	i	i
Clc1ccc(SCc2csc(N3CCOCC3)n2)cc1	-2.9	i	i
COc1ccc(S(=O)(=O)N/N=C(/C)c2ccncc2)c(OC)c1	-1.4	i	i
CN(CC(=O)O)c1ccc(S(=O)(=O)N2CCOCC2)cc1[N+](=O)[O-]	-1.2	i	i
FC(F)(F)c1nc2ccccc2nc1N/N=C/c1c(Cl)cccc1Cl	-0.8	i	i
O=c1cc(N2CCN(Cc3ccccc3)CC2)[nH]c(=O)n1Cc1ccc(F)cc1	-1.0	i	i
CCOc1ccc(N(CC(=O)N2CCN(c3ccccc3OC)CC2)S(=O)(=O)c2ccc(F)cc2)cc1	-0.5	i	i
CC(C)OC(=O)Cn1cc(C#N)c2ccccc21	-0.1	i	i
CCCCOCCCNC(=O)CN1C(=O)c2ccccc2C1=O	-0.9	i	i
Nc1ccn([C@@H]2O[C@H](CO)[C@@H](O)[C@@H]2O)c(=O)n1	-2.5	i	i
Cc1ccc(S(=O)(=O)Cc2ccc(C(=O)N3CCC(C(N)=O)CC3)o2)cc1	3.4	i	i
CCOC(=O)C(NC(=O)CC)(Nc1ccccc1)C(F)(F)F (stereo not given)	-1.4	i	i
COc1ccc(N2C(=O)CSC2c2ccncc2)cc1 (stereo not given)	0.2	i	i
CCOC(=O)C1C(C(=O)NN)C1C(=O)Nc1ccccc1 (stereo not given)	-0.6	i	i
CC(=O)Nc1ccc(NC(=O)C2CCCN(c3nnc(-n4cccc4)s3)C2)cc1 (stereo not given)	1.4	i	i
OC(CN1CCC(Cc2ccccc2)CC1)C(F)(F)F (stereo not given)	-0.4	i	i
Cc1ccc(N2C(=O)C3C4C=CC(CC4)C3C2=O)cc1Cl (stereo not given)	-0.4	i	i
CC1(C)CC(NC(=O)Cc2ccccc2)CC(C)(C)N1	-0.7	i	i
CCCCCC(=O)N1CC2(C)CN(C(=O)CCCCC)CC(C)(C1)C2=O	-0.9	i	i
CN(c1ccccc1)S(=O)(=O)c1ccc(NC(=O)c2ccccc2)cc1	0.2	i	i
COc1ccc(CCNC(=O)c2nc3ncccn3n2)cc1OC	0.3	i	i
O=c1cc(O)c2ccccc2n1Cc1ccccc1Cl	-1.6	i	i
CCCn1c(N)c(Sc2ccccc2)c(=O)n(CCC)c1=O	.	i	i

# Quoted at random: five entries already listed.
compound	STK33 inh	CHT PAM	CHT inh
CCCNC(=O)CSC1=N/C(=C/c2ccc(F)cc2)C(=O)N1CC	-0.9	i	i
COc1ccc(N2C(=O)CSC2c2ccncc2)cc1 (stereo not given)	0.2	i	i
C/C(CC(=O)Nc1ccc(F)cc1F)=N\NC(=O)C(=O)N1CCCCC1	-0.3	i	i
Fc1cccc(Cl)c1/C=N/Nc1c(Cl)cncc1Cl	-1.8	i	i
Clc1ccc(SCc2csc(N3CCOCC3)n2)cc1	-2.9	i	i

# Remaining list, next part.
compound	STK33 inh	CHT PAM	CHT inh
C=CC(=O)Nc1ccc(Br)cc1	1.7	i	i
COC(=O)c1ccc(C2Nc3cccc4cccc(c34)N2)cc1	0.7	i	i
COC(=O)c1ccc(C23CC4(C2)[C@H](CN(Cc2ccc(-c5ccccc5)cc2)[C@@H]4c2ccccc2)C3c2ccc(C(F)(F)F)cc2)cc1 (stereo not given in full)	-1.8	i	i
COCCn1c(SCC(=O)NCc2ccc3c(c2)OCO3)nnc1-c1c[nH]c2ccccc12	0.6	i	i
Cc1nn(C)c(C)c1S(=O)(=O)N1CCC(C(=O)NCC2COc3ccccc3O2)CC1 (stereo not given)	-1.9	i	i
CC(=O)c1c(C)[nH]c(C(=O)Nc2cccnc2)c1C	1.1	i	i
COCCn1nnnc1C(c1ccc(OC)cc1)N1CCN(c2ccccc2F)CC1 (stereo not given)	-0.9	i	i
Cc1c(OC(C)C(=O)NC2CC(C)(C)NC(C)(C)C2)ccc2c3c(c(=O)oc12)CCC3 (stereo not given)	-0.9	6.71*	i
Cc1cccc(NC(=S)N(C)C)c1C	-0.9	i	i
O=[N+]([O-])c1ccc(S(=O)(=O)N/N=C/c2ccco2)cc1	-0.7	i	i
CCCC(=O)Nc1c2c(nn1-c1cccc(C)c1C)CS(=O)(=O)C2	-0.7	i	i
CN(C)C(=O)CC12CC3CC(C1)CC(CC(=O)N(C)C)(C3)C2	-2.7	i	i
CCCCn1c(N)c(N(CC(C)C)C(=O)c2ccc(S(=O)(=O)N(CC)c3ccccc3)cc2)c(=O)[nH]c1=O	.	i	i
Cc1ccccc1C(=O)N1CCN(c2ccc(NC(=O)c3ccco3)cc2)CC1	-0.2	i	i
CCc1c(C)c2ccc(OCC(=O)N(C)C)c(C)c2oc1=O	-0.7	i	i
CC(=O)c1ccc(N(CC(=O)NC2CCCC2)C(=O)c2ccc(C)s2)cc1	1.6	i	i
COc1cc(OC)c(S(=O)(=O)N2CCN(C(=O)c3ccccc3F)CC2)cc1NC(C)=O	-0.4	i	i
CC1CN=C(NC2CCCCC2C)S1 (stereo not given)	-1.3	i	i
COc1ccccc1-n1c(=S)[nH]c2c(sc(=S)n2-c2ccccc2C)c1=O	-1.1	i	i
CCOC(=O)c1[nH]c2cc(OC)c(OC)cc2c1NC(=O)CN(C)C1CCCCC1	0.1	i	i
CCCc1nnc(NC(=O)CCC(=O)N2CCCCC2)s1	-1.0	i	i
CCCCCc1ccc(-c2cn(CN3C(=O)c4ccccc4C3=O)nn2)cc1	-0.2	i	i
CCC(C)[C@H](NC(=O)N1CC(=O)Nc2ccccc21)C(=O)Nc1nccs1 (stereo not given in full)	-1.4	i	i

# Reformatted: entries from further up.
# Under each structure: STK33 inh	CHT PAM	CHT inh
> CCC(C)[C@H](NC(=O)N1CC(=O)Nc2ccccc21)C(=O)Nc1nccs1 (stereo not given in full)
→ -1.4	i	i
> CCCCCc1ccc(-c2cn(CN3C(=O)c4ccccc4C3=O)nn2)cc1
→ -0.2	i	i

# Assay outcomes (PubChem)
